PME-1 inh = PME-1 (human) inhibition; AID 2130; Q9Y570; hit rate 0.53% among 320,000; inhibition, % at 5.9 µM; recombinant PME-1, FP-Rh probe fluorescence polarization;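 active means inhibition above the campaign mean of all compounds plus 3 SD, cut at about 26% in these data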;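 further: competitive labeling of PME-1 active site by serine hydrolase directed probe; 0% = PME-1 with DMSO and 100% = wells lacking PME-1 enzyme; inhibitors block probe labeling so polarization falls and inhibition rises; many of its hits are not listed in these tables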
Target sequence (Q9Y570 whole entry, looked up): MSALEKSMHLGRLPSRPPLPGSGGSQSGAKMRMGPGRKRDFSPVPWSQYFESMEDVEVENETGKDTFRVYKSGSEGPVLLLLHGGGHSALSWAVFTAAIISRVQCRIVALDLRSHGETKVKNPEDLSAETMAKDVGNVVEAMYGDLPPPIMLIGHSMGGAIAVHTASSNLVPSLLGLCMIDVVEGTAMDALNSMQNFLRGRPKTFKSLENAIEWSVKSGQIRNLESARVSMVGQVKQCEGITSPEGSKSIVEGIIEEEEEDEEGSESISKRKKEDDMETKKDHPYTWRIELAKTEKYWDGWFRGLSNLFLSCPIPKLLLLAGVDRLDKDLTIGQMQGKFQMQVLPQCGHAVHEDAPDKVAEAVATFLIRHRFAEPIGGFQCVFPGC
PAFAH2 inh = PAFAH2 (human) inhibition; recombinant PAFAH2, FP-rhodamine activity probe, fluorescence polarization; AID 492956; inhibition, % at 3.39 µM; Q99487; hit rate 0.99% among 340,000;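 active means inhibition above the mean over all tested compounds plus 3 SD, cut at about 30% in these data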;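 further: inhibitors block probe labeling of enzyme so polarization drops; 0% = enzyme with DMSO and 100% = wells lacking PAFAH2 protein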
PAFAH1B3 FP inh = blocks human PAF acetylhydrolase 1B catalytic subunit 3. Q15102. recombinant PAFAH1B3, FP-rhodamine probe, fluorescence polarization. inhibition, % at 3.39 µM. hit rate 0.28% among 340,000;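 active means inhibition above the screen-wide average of all tested compounds plus 3 SD, cut at about 25% in these data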;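 further: 0% = enzyme with DMSO only and 100% = wells lacking PAFAH1B3 protein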
PAFAH1B2 inh = blocks human PAF acetylhydrolase 1b catalytic subunit 2; P68402; recombinant PAFAH1B2, FP-rhodamine activity probe, fluorescence polarization; inhibition, % at 3.39 µM; hit rate 1.2% among 340,000; AID 492953;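 active means inhibition above the mean of all tested compounds plus 3 SD, cut at about 24% in these data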;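 further: 0% = enzyme with DMSO and 100% = wells lacking PAFAH1B2; many of its hits are not listed in these tables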
LYPLA1 inh = counter-screen for PME1 inhibitors: inhibitors of human LYPLA1. O75608. recombinant LYPLA1, FP-Rh probe fluorescence polarization. inhibition, % at 5.9 µM. hit rate 0.16% among 320,000. AID 2174;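 active means inhibition above the mean of all tested compounds plus 3 SD, set per campaign, cut at about 14% in these data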;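 further: inhibitors block serine hydrolase probe labeling of LYPLA1 so polarization falls; 0% = enzyme with DMSO and 100% = wells lacking LYPLA1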
pPAFAH inh = inhibitors of human plasma PAF acetylhydrolase (pPAFAH). recombinant pPAFAH, FP-rhodamine probe fluorescence polarization. inhibition, % at 3.39 µM. hit rate 1.5% among 330,000. AID 463082;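 active means inhibition above the mean inhibition across the screen plus 3 SD, cut at about 25% in these data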;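 further: inhibitors block binding of the rhodamine activity-based probe so polarization drops; 0% = enzyme with DMSO and 100% = wells lacking pPAFAH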
Fam108B counter = Fam108B inhibition, counter-screen for RBBP9 inhibitors; recombinant Fam108B, FP-Rh probe fluorescence polarization; inhibition, % at 9.51 µM; hit rate 0.33% among 300,000; AID 1947;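 active means inhibition above the screen mean inhibition plus 3 SD, computed separately per campaign, cut at about 18% in these data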;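 further: inhibitors lower polarization as less probe binds the enzyme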
GSTO1 inh = counter-screen for RBBP9 inhibitors: inhibitors of human GSTO1; P78417; recombinant GSTO1, activity-based probe fluorescence polarization; inhibition, % at 5.96 µM; hit rate 1.1% among 300,000;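 active means inhibition above the campaign mean inhibition plus 3 SD, cut at about 35% in these data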;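 further: 0% = GSTO1-1 with DMSO and 100% = wells lacking GSTO1-1 enzyme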
PAD4 inh = PAD4 (human) enzyme inhibition; inhibition, % at 6.36 µM; recombinant PAD4, RCA probe fluorescence polarization; Q9UM07; hit rate 0.41% among 330,000;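 active means percent inhibition above a cutoff equal to the mean of all tested compounds plus 3 SD, cut at about 15% in these data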;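 further: 0% = PAD4 with RCA probe and DMSO and 100% = probe without PAD4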
Target sequence (Q9UM07 whole entry, looked up): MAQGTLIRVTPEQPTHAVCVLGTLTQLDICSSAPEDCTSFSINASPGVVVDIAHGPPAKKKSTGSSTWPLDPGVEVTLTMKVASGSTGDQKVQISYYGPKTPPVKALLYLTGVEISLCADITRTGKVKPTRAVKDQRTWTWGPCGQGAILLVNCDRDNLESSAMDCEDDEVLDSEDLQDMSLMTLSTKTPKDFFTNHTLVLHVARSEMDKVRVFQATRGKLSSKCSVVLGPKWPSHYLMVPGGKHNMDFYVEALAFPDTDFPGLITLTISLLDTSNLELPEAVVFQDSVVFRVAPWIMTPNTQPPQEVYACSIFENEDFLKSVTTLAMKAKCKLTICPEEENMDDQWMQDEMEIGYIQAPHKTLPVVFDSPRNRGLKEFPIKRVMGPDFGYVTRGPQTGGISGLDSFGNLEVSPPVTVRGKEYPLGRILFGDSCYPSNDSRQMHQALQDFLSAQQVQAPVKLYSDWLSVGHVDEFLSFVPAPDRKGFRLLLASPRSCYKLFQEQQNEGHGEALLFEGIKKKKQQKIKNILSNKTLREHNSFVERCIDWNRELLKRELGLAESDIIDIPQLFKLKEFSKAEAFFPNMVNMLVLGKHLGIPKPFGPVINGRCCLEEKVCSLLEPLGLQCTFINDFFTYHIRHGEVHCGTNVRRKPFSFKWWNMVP
Numbers without * were called inactive; x = not tested or not shown; & = joins results of further samples. A portion of the library; count on the stated rates, not on these rows.

SMILES	PME-1 inh	PAFAH2 inh	PAFAH1B3 FP inh	PAFAH1B2 inh	LYPLA1 inh	pPAFAH inh	Fam108B counter	GSTO1 inh	PAD4 inh
CCc1ccc(CN(C)CC(=O)Nc2ccc3c(c2)CCC3)cc1	-1	0	9	12	3	4	1	-3	5
CCN(CC)S(=O)(=O)c1ccc(NC(=O)CO/N=C(\N)c2ccccc2)cc1	1	2	9	-2	-1	3	1	6	2
COC(=O)c1ccc(C(=O)Nc2nnc(-c3cccnc3)o2)cc1	-5	x	x	x	-2	-4	-2	4	2
Cn1c(=O)c(=O)n(C)c2cc(S(=O)(=O)N3CCN(c4cccc(C(F)(F)F)c4)CC3)ccc21	-5	4	7	6	2	4	4	-1	-2
Cc1ccc(CN2CC(=O)N3[C@H]4c5cc(C)ccc5OC[C@@H]4[C@H](c4ccccc4)[C@]3(C)C2=O)cc1	-2	1	10	0	2	0	x	x	1
O=C(CCN1C(=O)c2ccccc2C1=O)N1CCN(C2c3ccccc3-c3ccccc32)CC1	1	1	11	8	0	-1	3	4	-1
CCO[C@@H]1OC(C(N)=O)=C[C@H](C(C)(C)C)[C@H]1CCCO	-3	1	-2	0	3	2	-3	5	-3
CCN(CC)CCn1c(=N)n(CC(O)c2ccco2)c2ccccc21 (centres undefined)	3	1	-3	8	-3	4	-1	6	-6
Cc1ccc2c(c1)C(CCN)C(=O)N2Cc1ccccc1 (centres undefined)	-1	2	5	-2	-3	-2	5	0	1
CN(CC(=O)Nc1cccc(S(=O)(=O)N2CCCC2)c1)CC(=O)Nc1ccc(Cl)c(C(F)(F)F)c1	1	5	-2	-3	-16	4	-2	-22	-1
O=C(CN1CCN(S(=O)(=O)c2ccccc2C(F)(F)F)CC1)NCc1cccs1	2	3	-1	-2	1	7	2	6	3
CCCCCn1c(=O)[nH]c2cc(C(=O)NCCCN(C)Cc3ccccc3)ccc2c1=O	4	-7	1	5	-5	-4	1	2	-1
Cc1cccc(C)c1N1CCN(C(=O)N2CCOCC2)CC1	7	44*	2	1	2	2	1	3	-5
CCOC(=O)C1=CNS(=O)(=O)NC1c1ccc(C(=O)OC)cc1 (centres undefined)	x	-3	4	0	x	9	x	x	1
Cc1nc2sccn2c(=O)c1S(=O)(=O)NCC(C)c1ccccc1 (centres undefined)	2	-2	1	3	2	4	5	8	3
Cc1nnc(SCCn2c(N3CC(C)CC(C)C3)nc3c2c(=O)[nH]c(=O)n3C)s1 (centres undefined)	-7	3	7	2	3	-2	0	8	-4
COc1ccc(C2=NN(C(=O)COC(=O)c3ccc(S(C)(=O)=O)c([N+](=O)[O-])c3)C(c3ccco3)C2)cc1 (centres undefined)	x	-21	-23	-13	x	-7	x	x	2
Fc1ccc(N2CCN(/C=C/c3nnnn3-c3ccccc3)CC2)cc1	1	-5	4	7	-5	3	-2	-6	4
CCC(=O)N1CCc2cc(S(=O)(=O)NCCc3ccc(S(N)(=O)=O)cc3)ccc21	3	4	4	9	1	1	1	-1	-1
Cc1nn(C)c(Oc2cccc(Cl)c2)c1C(=O)Nc1ccc(F)cc1F	0	-3	-6	-2	3	19	-1	6	-1
C/C(N)=C(/C#N)C(=O)CSc1nc(C2CCCCC2)n(-c2ccccc2)n1	0	8&-2	4&4	0&2	-1	1	0	-6	-3
CC(=O)N1CCN(c2ccc(NC(=O)c3ccc(N4CCCC4)c([N+](=O)[O-])c3)cc2Cl)CC1	15	2	6	3	-1	5	18	2	-2
Cc1ccc(NC(=O)CO/N=C(\N)c2nonc2N)cc1	7	-3	8	8	-4	-1	2	1	-1
C=CCn1c(C(CCCC)CC(C)O)n[nH]c1=S (centres undefined)	2	-2	5	2	-1	-1	1	3	0
COc1ccc(C)cc1S(=O)(=O)NCCC1=CCCCC1	-1	6	15	22	0	10	9	4	2
Cc1ccc(NC(=O)COC(=O)C2CC2)c(Br)c1	-3	55*	10	4	0	20	1	2	5
CC1CC1C(=O)OCC(=O)NCc1ccc(Cl)cc1Cl (centres undefined)	-6	62*	4	5	2	6	-2	2	-1
O=C(Nc1ccc2[nH]c3c(c2c1)CCCC3)c1ccco1	3	8	13	-1	-10	13	4	35*	-2
COc1cc(/C=N/NC(=O)c2ccc(Cn3cc([N+](=O)[O-])cn3)o2)cc(Br)c1O	0	7	11	3	-2	10	0	-6	-8
CC(C(=O)NCC1CCCCC1)N1CCN(S(=O)(=O)/C=C/c2ccccc2)CC1 (centres undefined)	12	8	3	2	0	-1	1	35*	-3
Cc1ccc(S(=O)(=O)Nc2nc3ccccc3nc2NCC2CCCO2)c(C)c1 (centres undefined)	-2	0	0	2	-1	5	0	1	-4
CC(=O)C1=C(O)C(=O)N(CCN2CCOCC2)C1c1ccccc1 (centres undefined)	-2	8	2	6	1	0	0	9	-3
NC(=NCCc1ccc(Cl)cc1)NS(=O)(=O)c1ccccc1	-2	6	6	54*	-2	1	1	-2	-5
COc1cccc(NC(=O)COc2ccc(S(=O)(=O)NC(C)C)cc2)c1	1	-3	-3	2	2	0	11	1	-2
O=C(O)CCC(=O)Nc1ccccc1C(=O)NCc1ccccc1	-6	-4	9	-1	-2	2	2	9	-4
Cc1cc(NS(=O)(=O)c2ccc(NC(=O)C(C)Oc3ccccc3Cl)cc2)no1 (centres undefined)	6	2	-4	4	2	3	0	-5	-5
COc1ccc(CCN(C(=O)C(F)(F)F)C(C(=O)NC2CCCC2)c2cccs2)cc1OC (centres undefined)	1	12	2	4	0	-1	1	2	-6
CCN(CC)CCNC(=O)C1(O)c2cc(Br)ccc2NC(=O)N1c1cccc(OC)c1 (centres undefined)	3	-3	6	0	0	6	2	2	2
Cc1cc(/C=C2\SC(=S)NC2=O)c(C)n1-c1ccc(O)cc1	-7	21	12	12	-7	35*	9	23	-9
COc1ccc(CCNC(=O)CSC(=O)c2ccccc2)cc1OC	0	3	1	6	1	3	-3	5	7
COc1ccc(-c2nn(CCC(=O)O)cc2CCC(=O)O)cc1	-3	-9	12	-1	5	4	3	-2	-1
c1ccc2c(c1)OCC(c1csc3ncnc(N4CCCC4)c13)O2 (centres undefined)	2	1	3	5	-1	23	3	1	-2
CCOC(=O)c1cc(-c2ccc(/C=C3/C(=O)N(c4ccc(C(=O)O)cc4)N=C3C)o2)ccc1Cl	3	4	8	3	0	5	2	0	-2
O=C(CN1CCN(c2ccc(O)cc2)CC1)Nc1cc(S(=O)(=O)N2CCOCC2)ccc1Cl	22	1	5	3	2	9	1	-4	-1
COc1ccc(/C=C2/CCc3ccccc3C2=O)cc1CN1CCOCC1	-4	0	-4	-4	0	7	-12	-4	-3
CC1(C)SC(=S)N(/N=C/c2cccnc2)C1N(O)C(=O)NC1CCCCC1 (centres undefined)	3	3	5	6	-1	-2	-1	-4	-2
Cc1noc(C)c1NC(=O)Nc1ccc2c(c1)CC(=O)N([C@H](C)CO)C[C@@H](C)[C@H](CN(C)CC1CCCCC1)O2	x	6	3	8	x	2	x	x	2
NC(=O)c1ccc(OCC(F)(F)C(F)(F)C(F)(F)C(F)(F)C(F)(F)C(F)F)cc1	2	-4	4	17	2	8	5	2	8
Fc1cccc(NC(=S)Nc2ccc(Br)cc2)c1	1	-3	1	-2	-4	-5	4	-7	0
CCC(C)(C)NC(=O)C(c1ccccn1)N(C(=O)c1csnn1)C1CCCCC1 (centres undefined)	-6	0	11	7	0	-1	-2	4	3
New compounds follow
SMILES	PME-1 inh	PAFAH2 inh	PAFAH1B3 FP inh	PAFAH1B2 inh	LYPLA1 inh	pPAFAH inh	Fam108B counter	GSTO1 inh	PAD4 inh
CN(C)CCNC(=O)Nc1ccc(Cl)c(Cl)c1	1	-7	1	-2	-4	6	0	-5	2
CCOc1cccc(-c2c(C(=O)N/N=C/c3ccc(Br)cc3)nnn2-c2nonc2N)c1	-18	-11	-7	2	-28	1	-27	-3	-2
Cc1cc(NC(=O)c2ccc(S(=O)(=O)N3CCc4ccccc43)cc2)no1	-27	-14	-6	-4	-5	9	-20	-10	2
CC1C(=O)C(C)C(c2ccc(Br)cc2)NC1c1ccc(Br)cc1 (centres undefined)	-4	-11	-1	-1	-3	4	-2	-4	-5
COc1ccc(-c2nn(-c3ccccc3)cc2/C=C(\CC(=O)O)c2nc3ccccc3s2)cc1OC	-54	-2	-4	-3	-7	2	-14	-40	-16
Cc1sc2ncnc(NCC(O)c3ccccc3)c2c1C (centres undefined)	0	4	4	0	-2	3	-1	0	-2
CCN(CC)C(=O)[C@H]1C[C@H](CC(=O)NCCC2=CCCCC2)C(=O)N2CCc3c([nH]c4ccc(Cl)cc34)[C@]12C	x	-4	2	5	x	9	x	x	-2
O=C(NCCN1CCOCC1)c1ccc2c(c1)N(Cc1ccccc1)CCS2	-4	4	3	2	2	-3	-4	-5	-12
Cc1cccc(N2C(=O)N3[C@H](c4ccc(F)cc4)[C@@H]4C(=O)N(C5CCCCC5)C(=O)[C@@H]4[C@]3(Cc3ccccc3)C2=O)c1	-11	-7	5	-3	-4	-3	3	2	2
CC1(C)CC(=O)C2=C(C1)Nc1ccccc1NC2c1ccc([N+](=O)[O-])cc1 (centres undefined)	5	-3	-1	4	-1	6	-2	-3	1
COc1ccc(NC(=O)CSc2nc3cccnc3n2C)cc1	-7	-5	3	-1	0	-1	-2	1	-2
CC(=O)CC(C)(C)S(=O)(=O)c1ccc(NC(C)=O)cc1	2	0	3	6	-5	1	0	-1	1
O=S(=O)(c1cnccc1N1CCN(/N=C/c2ccc(Cl)cc2)CC1)N1CCCCC1	-4	-3	5	-1	-1	1	-2	1	0
O=C(CSCc1ccc(C(=O)O)cc1)Nc1ccc2ccccc2c1	-5	8	7	2	-1	0	1	10	2
COc1ccc(N(CC(=O)NC2CCCCC2)C(=O)CNC(=O)c2cccs2)cc1OC	-3	3	8	5	-2	1	3	7	3
O=C1CC(c2ccccc2)CN1C(=O)c1ccccc1 (centres undefined)	-2	-2	5	-5	-2	5	-7	9	-3
O=C(NCc1nc2ccccc2[nH]1)C1=C[C@H](C2CCCCC2)C[C@H](OCc2ccc(CO)cc2)O1	-5	-10	2	-2	-8	-8	-11	2	5
Clc1ccsc1-c1csc(-c2cccnc2)n1	-3	4	9	1	-1	8	-3	-7	-1
CCCc1ccc2oc(C(=O)N3CCN(CC(=O)NC(C)C)CC3)c(C)c2c1	4	0	4	0	0	16	6	-1	1
CNC(=O)COC(=O)[C@@H](Nc1ccc(S(=O)(=O)N2CCOCC2)cc1[N+](=O)[O-])C(C)C	-1	4	6	0	0	2	4	-2	5
CCOC(=O)c1cc2c(OC)ccc(OC)c2n1CC(=O)c1ccccc1	4	11	-4	5	3	6	7	12	3
Cc1cc(C)c(-c2csc(NC(=O)c3cc([N+](=O)[O-])ccc3N3CCOCC3)n2)c(C)c1	-3	-1	3	3	1	1	-5	3	4
O=C(O)c1cccc(-n2cccc2/C=C/[N+](=O)[O-])c1	-13	25	19	6	-2	29*	25*	6	1

Random excerpt: 3 entries already listed.
SMILES	PME-1 inh	PAFAH2 inh	PAFAH1B3 FP inh	PAFAH1B2 inh	LYPLA1 inh	pPAFAH inh	Fam108B counter	GSTO1 inh	PAD4 inh
O=C1CC(c2ccccc2)CN1C(=O)c1ccccc1 (centres undefined)	-2	-2	5	-5	-2	5	-7	9	-3
Clc1ccsc1-c1csc(-c2cccnc2)n1	-3	4	9	1	-1	8	-3	-7	-1
O=C(CSCc1ccc(C(=O)O)cc1)Nc1ccc2ccccc2c1	-5	8	7	2	-1	0	1	10	2

Screening results (PubChem)
